Compound activity deposited in PubChem by several laboratories.
BAP1 inh – human BAP1 deubiquitinase inhibition | AID 436 | Q92560 | recombinant BAP1, Ub-AMC hydrolysis fluorescence kinetic; hits give low values | activity remaining (% of control), % at 20 µM | 72,000 compounds, 0.48% hits;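 active means activity remaining at or below 50% of control, provided the compound also passes the data quality filters; inactive means the rest, including low values that fail the filters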;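 further: 100% = DMSO wells rate and 0% = substrate alone blank rate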
Target sequence (Q92560 whole entry, looked up): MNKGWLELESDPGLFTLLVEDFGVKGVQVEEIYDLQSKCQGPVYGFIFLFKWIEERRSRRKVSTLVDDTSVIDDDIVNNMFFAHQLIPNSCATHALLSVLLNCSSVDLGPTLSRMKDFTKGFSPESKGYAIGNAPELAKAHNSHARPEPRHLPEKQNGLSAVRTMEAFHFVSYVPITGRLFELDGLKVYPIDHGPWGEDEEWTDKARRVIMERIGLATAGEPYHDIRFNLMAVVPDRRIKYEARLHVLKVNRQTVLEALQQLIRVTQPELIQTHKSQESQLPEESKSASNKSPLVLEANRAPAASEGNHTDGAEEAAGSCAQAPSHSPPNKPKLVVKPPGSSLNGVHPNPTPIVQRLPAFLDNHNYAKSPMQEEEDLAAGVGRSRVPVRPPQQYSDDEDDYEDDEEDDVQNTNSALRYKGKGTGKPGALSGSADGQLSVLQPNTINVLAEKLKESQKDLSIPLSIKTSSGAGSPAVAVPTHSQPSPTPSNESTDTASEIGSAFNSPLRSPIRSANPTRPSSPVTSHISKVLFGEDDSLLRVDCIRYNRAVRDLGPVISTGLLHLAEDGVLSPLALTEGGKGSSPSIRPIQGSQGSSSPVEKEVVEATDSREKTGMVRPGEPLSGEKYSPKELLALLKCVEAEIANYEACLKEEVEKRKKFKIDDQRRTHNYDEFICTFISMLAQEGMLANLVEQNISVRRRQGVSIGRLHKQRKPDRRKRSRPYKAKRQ
HePTP inh – inhibitors of human HePTP phosphatase; P35236; recombinant HePTP phosphatase activity, OD absorbance; inhibition, % at 20 µM; 110,000 compounds, 0.64% hits; AID 521; in the data active means inhibition above about 50%;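 further: plate controls were vehicle for no effect and reference inhibitor for full effect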
Target sequence (P35236 whole entry, looked up): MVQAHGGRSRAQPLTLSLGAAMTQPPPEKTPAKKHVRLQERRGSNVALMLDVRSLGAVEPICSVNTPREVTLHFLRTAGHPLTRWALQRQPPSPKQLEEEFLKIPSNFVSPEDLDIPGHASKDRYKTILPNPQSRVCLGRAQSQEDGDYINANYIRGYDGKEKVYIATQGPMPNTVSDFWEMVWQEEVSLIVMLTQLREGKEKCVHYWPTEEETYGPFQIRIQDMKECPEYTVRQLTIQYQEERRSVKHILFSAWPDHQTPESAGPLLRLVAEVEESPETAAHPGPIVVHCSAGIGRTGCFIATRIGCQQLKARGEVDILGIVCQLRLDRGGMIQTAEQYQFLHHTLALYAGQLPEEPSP
The depositor's hits bear a star; · = not tested or not shown.

SMILES	BAP1 inh	HePTP inh
Cc1cnc(C(=O)OCC(=O)Nc2oc(-c3ccccc3)c(-c3ccccc3)c2C#N)cn1	·	4.9
COc1ccc(/C(N)=N/OC(=O)COc2ccccc2C)cc1	·	-15.4
COc1ccc(NC(=O)Nc2ccc3c(c2)N(C)C(=O)CS3)cc1OC	82.8	-2.3
CC(=O)Nc1nnc(SCc2cccc(F)c2)s1	104.1	11.9
CC(C)Sc1nc2c(c(=O)[nH]c(=O)n2C)n1Cc1ccc(Cl)cc1	97.2	9.4
COc1ccc(C(=O)CSc2nn3c(=O)c(C(C)(C)C)nnc3s2)cc1	110.7	4.3
CC(=O)c1ccccc1OCCn1nnc(-c2ccc(C)cc2)n1	84.4	6.1
Cc1csc2nc(CNS(=O)(=O)c3ccc4c(c3)OCCO4)cn12	101.7	-6.8
O=S(=O)(N1CCCCCC1)N1CCN(S(=O)(=O)N2CCOCC2)CC1	153.5	2.4
COC(=O)c1cc(COC(=O)c2ccc3ccccc3n2)oc1C	101.5	8.2
N=c1sc(Cc2cccc(Cl)c2)cn1CC(=O)c1ccccc1	·	-2.9
CN(CCO)S(=O)(=O)c1ccc2c(c1)Cc1cc(S(=O)(=O)N(C)CCO)ccc1-2	·	10.0
Cc1csc2nc(CCNS(=O)(=O)c3cccs3)cn12	96.1	2.1
COc1ccc(S(=O)(=O)N2CCC(C(=O)NC3CC3)CC2)cc1Cl	83.7	5.2
COc1ccc(OC)c(-n2c(O)c(C=NCc3ccccc3F)c(=O)[nH]c2=O)c1	·	0.4
O=c1[nH]c(=O)c2nc3cc([N+](=O)[O-])ccc3nc2[nH]1	·	-6.3
CCCCOc1ccc(S(=O)(=O)NCc2ccco2)cc1	·	8.8
COc1ccc(C2Nc3cccc4cccc(c34)N2)cc1O	·	4.2
O=C(CC1CCCCC1)NC1CCCC1	74.5	3.8
O=c1nc2s/c(=C\c3ccco3)c(=O)n2nc1Cc1ccc(F)cc1	79.3	49.3
Cc1ccc(C)c(N2C(=O)C3C4C=CC(C5CC45)C3C2=O)c1 (stereo not given)	·	-5.2
CCOc1ccc(/C(O)=C2\C(=O)C(=O)N(CCN(C)C)C2c2cc(OC)ccc2OC)cc1Cl (stereo not given)	126.4	-0.3
CCCCOc1ccccc1C(=O)NCCCC(=O)O	90.4	17.2
CCOC(=O)c1c(C)c(C(=O)NCc2ccc3c(c2)OCO3)c(C)n1CC	97.9	3.2
CC(C)NC[C@@H](O)c1ccc(O)c(O)c1	100.7	·

The list goes on (three carried over from the part before).
SMILES	BAP1 inh	HePTP inh
CCCCOc1ccccc1C(=O)NCCCC(=O)O	90.4	17.2
CCOC(=O)c1c(C)c(C(=O)NCc2ccc3c(c2)OCO3)c(C)n1CC	97.9	3.2
CC(C)NC[C@@H](O)c1ccc(O)c(O)c1	100.7	·
Cc1cc(NC(=O)CCc2ccc(S(=O)(=O)N3CCOCC3)cc2)n(-c2ccccc2)n1	·	7.2
O=C1CCC(C23CC4CC(CC(C4)C2)C3)=NN1	·	0.5
Cc1ccc([N+](=O)[O-])cc1NC(=O)c1ccc(Cl)c(S(=O)(=O)N2CCOCC2)c1	67.5	·
O=C(CN1CCN(Cc2ccccc2Cl)C1=O)NCC1CCCO1 (stereo not given)	99.2	7.0
CCCN1C(=O)CC(c2ccco2)Sc2ccccc21 (stereo not given)	81.9	-8.1
CC(=O)NC(CCS(C)(=O)=O)C(=O)Nc1ccccc1Cl (stereo not given)	110.8	3.2
Nn1c(SCC(=O)Nc2ccccc2F)nc2ccccc2c1=O	108.5	17.2
CCOC(=O)C1=C(C)N(CCO)C(=O)NC1c1cccc(O)c1 (stereo not given)	104.7	-6.6
Cc1c([N+](=O)[O-])cc2[nH]c(=O)c(=O)[nH]c2c1[N+](=O)[O-]	·	-14.7
COc1ccc(C(CNC(=O)c2cc(=O)[nH]c3ccccc23)N2CCCC2)cc1 (stereo not given)	90.5	0.8
O=C(CSc1ccccn1)Nc1ccc(F)cc1	·	-11.8
Cc1ccc(NC(=O)COc2ccccc2)cc1[N+](=O)[O-]	·	-2.4
CN1CCN(CCOCCOc2ccccc2)CC1	·	10.1
Cc1ccsc1/C=C1\SC(=S)N(C(C)c2ccccc2)C1=O (stereo not given)	·	4.9
COc1cc(NC(C)=O)c(OC)cc1Cl	·	0.4
O=C(CSc1ccc(-c2ccccc2)nn1)N1CCOCC1	91.6	10.2
C/C(=N\NC(=O)c1ccncc1)c1ccc(C)cc1	·	-7.6
CCOC(=O)c1c(NC(=S)NC(=O)c2ccccc2)sc2c1CCC(C)C2 (stereo not given)	·	-4.9
O=c1cc(-c2ccccc2)c2ccc(O)c(CN3CCCCC3)c2o1	58.2	15.2
O=C(CSc1nnc(-c2cccs2)o1)N1CCCc2ccccc21	105.2	5.0
COc1ccc(Br)cc1C(=O)Nc1ccc2nn(-c3ccccc3)nc2c1	·	10.6
CC12CNCC(C)(CN(Cc3ccc(Br)cc3)C1)C2	·	5.2
O=C(NCCO)c1cccc(S(=O)(=O)N2CCCCC2)c1	84.0	-8.2
CC1(C)Oc2ccc(C(=O)N3CCOCC3)cc2N(CC(=O)N2CCOCC2)C1=O	100.7	2.5
CC1(C(=O)NC2CCCCC2)CCC(=O)N1Cc1cccs1 (stereo not given)	93.1	0.8
Next compounds.
SMILES	BAP1 inh	HePTP inh
CCn1c(SCC(=O)N2c3ccccc3Sc3ccccc32)nc2c1c(=O)n(C)c(=O)n2C	99.9	-3.0
O=C(N1CCOCC1)N(CCN1CCOCC1)Cc1cccc(Cl)c1	62.0	11.9
Cc1cccc(Nc2ncnc3nc[nH]c23)c1C	103.0	-7.7
CCOC(=O)C1CCN(C(=O)CS(=O)Cc2nc(-c3ccc(C)cc3)oc2C)CC1 (stereo not given)	89.7	1.9
CCCn1nc(C(=O)NCc2ccccn2)c2ccccc2c1=O	98.3	3.0
COc1ccc(/C=C2\SC(=S)N(CCC(=O)Nc3ccccc3C)C2=O)cc1OC	·	2.3
COc1ccc(OC)c(C2C(C#N)=C(N)Oc3cc(C)n(Cc4ccccn4)c(=O)c32)c1 (stereo not given)	64.3	4.8
CCOP(=O)(CN(C)S(=O)(=O)c1ccc(C)cc1)OCC	·	3.0
O=C(c1ccc(-c2ccccc2)cc1)N1CCN(c2nc3ccccc3o2)CC1	93.8	3.4
CCN(CC)C(=O)CSc1nc2ccccc2c(=O)n1OC	58.8	-8.5
Cc1cc(-c2ccccc2)nc2[n+]1CCN2C	84.4	2.0
O=C(CSc1nc2ccccc2o1)Nc1ccc(N2CCOCC2)cc1	117.0	-9.7
COc1cccc(CN2CCN(S(C)(=O)=O)CC2)c1OC	·	9.4
CCc1ccc(C(=O)CSc2n[nH]c(-c3ccccc3)n2)cc1	·	5.1
N#CC(C(=O)NC1CC1)c1nc2ccccc2nc1N1CCCC1 (stereo not given)	97.7	5.2
COc1ccc(C2N(c3ccccc3)CCN2c2ccccc2)cc1O	·	3.0
C=CCN1C(=O)CSc2ccc(C(=O)NCc3ccco3)cc21	117.4	1.1
O=C1NC(=S)N/C1=C/c1ccc(-c2ccc(F)c(Cl)c2)o1	·	4.5
O=C1c2ccccc2C(=O)C1(Nc1ccc(F)cc1)c1ccccc1	·	4.7
O=c1[nH]c2cccnc2n1Cc1ccco1	150.6	8.6
COc1ccc(CNc2nc3c(c(=O)n(Cc4ccc(Cl)cc4)c(=O)n3C)n2C)cc1	67.2	-2.2
COC(=O)NCC(c1cccnc1)N1CCOCC1 (stereo not given)	97.3	-1.0
COc1ccc(-n2sc3c(c2=S)-c2cc(C)ccc2N(C)C3(C)C)cc1OC	100.1	6.8
COc1ccc(N(CC(=O)Nc2ccc(C)cn2)S(=O)(=O)c2c(C)nn(C)c2C)cc1	94.5	4.2
COc1ccc(CC(=O)Nc2nc3ccccc3s2)cc1S(=O)(=O)N1CCOCC1	103.4	7.8
New compounds follow.
SMILES	BAP1 inh	HePTP inh
COc1cc(C=C2C(=O)NC(=O)NC2=O)cc(Cl)c1OCCOc1ccccc1C	·	-0.8
CCOC(=O)c1[nH]c(C)c(C(=O)Nc2ccc(F)cc2)c1C	94.8	6.6
Cc1cc(/C=C2\C(=O)NC(=O)N(c3ccccc3)C2=O)c(C)n1-c1cccc([N+](=O)[O-])c1	·	-2.5
Cc1ccc(N2C(=O)CC(NCc3ccccc3)C2=O)cc1 (stereo not given)	·	-0.3
COc1ccccc1N1CCN(C(=O)CCCCn2c(=O)[nH]c3ccsc3c2=O)CC1	108.9	3.4
COc1cccc(N(CC(=O)Nc2ccccc2Cl)S(=O)(=O)c2ccccc2)c1	·	-6.3
COc1nc(C)ccc1-c1noc(-c2ccccn2)n1	112.7	-4.0
CC1Cc2ccccc2N1c1ncnc2nc[nH]c12 (stereo not given)	87.5	6.4
CC1=C(C(=O)Nc2cccc(Cl)c2C)C(c2cccc([N+](=O)[O-])c2)NC(=O)N1 (stereo not given)	·	4.3
O=C(Nc1cccc(O)c1)c1ccc(Br)cc1	121.1	3.5
COc1cc(OC)cc(-c2nnc(SCC(=O)N3CCCCC3)o2)c1	89.8	-2.4
CCOC(=O)C1CCN(c2ncnc3c2cnn3-c2ccc(Cl)cc2)CC1	105.3	-3.7
Cc1nnc(NC(=O)C(C)Oc2ccc(Cl)cc2Cl)s1 (stereo not given)	·	6.4
CC(C)NS(=O)(=O)c1ccc(CCC(=O)NCc2cccnc2)cc1	·	-3.6
CC1CCCN(Cc2c(O)ccc3cc(-c4nc5ccccc5[nH]4)c(=O)oc23)C1 (stereo not given)	·	6.0
Cc1cccc(C(=O)Nc2sc3c(c2C(=O)NCc2ccco2)CCC3)c1	·	4.0
CC1CCCC(NC(=O)CN2CCN(Cc3ccc(Cl)cc3)C2=O)C1C (stereo not given)	118.4	8.0
Cc1ccc(C(=O)c2ccc(Oc3ccccc3)cc2)cc1	70.8	·
COc1cc(NC(=O)COc2cc(C)c(Cl)c(C)c2)cc(OC)c1	·	7.1
Cc1cccc(C)c1OCCOCCN1CCCC1	·	-6.7
CCn1c(SCC(=O)N2CCCc3ccccc32)nc2cccnc21	107.7	0.6
CCCc1nnc(NC(=O)CCC(=O)Nc2ccc(F)cc2)s1	108.5	7.6
O=C1c2[nH]nc(-c3ccccc3O)c2C(c2ccc(F)cc2)N1Cc1ccco1 (stereo not given)	81.6	-5.1
CN(C)c1ccc(/C=c2/sc3nc(-c4ccc(Cl)cc4Cl)nn3c2=O)cc1	·	-13.2
COCCSc1nnc(-c2cnccn2)o1	103.0	6.4

Of the compounds above, these contain a nitro group on carbon.
SMILES	BAP1 inh	HePTP inh
O=c1[nH]c(=O)c2nc3cc([N+](=O)[O-])ccc3nc2[nH]1	·	-6.3
Cc1ccc([N+](=O)[O-])cc1NC(=O)c1ccc(Cl)c(S(=O)(=O)N2CCOCC2)c1	67.5	·
Cc1c([N+](=O)[O-])cc2[nH]c(=O)c(=O)[nH]c2c1[N+](=O)[O-]	·	-14.7
Cc1ccc(NC(=O)COc2ccccc2)cc1[N+](=O)[O-]	·	-2.4
Cc1cc(/C=C2\C(=O)NC(=O)N(c3ccccc3)C2=O)c(C)n1-c1cccc([N+](=O)[O-])c1	·	-2.5
CC1=C(C(=O)Nc2cccc(Cl)c2C)C(c2cccc([N+](=O)[O-])c2)NC(=O)N1 (stereo not given)	·	4.3

Compound profiles, as listed above.
Profile of COc1cc(OC)cc(-c2nnc(SCC(=O)N3CCCCC3)o2)c1 : BAP1 inh = 89.8; HePTP inh = -2.4
Profile of CCOC(=O)C1CCN(c2ncnc3c2cnn3-c2ccc(Cl)cc2)CC1 : BAP1 inh = 105.3; HePTP inh = -3.7

Later entries.
SMILES	BAP1 inh	HePTP inh
Cc1cccc(N(CC(=O)Nc2ccc(CC#N)cc2)S(C)(=O)=O)c1	91.5	6.3
CC1=CC(C)(C)Nc2ccc(C)cc21	·	-11.4
c1ccc(-c2nnc(CSc3nncs3)o2)cc1	98.0	-3.9
Cc1nccn1CCCN1C(=O)OC2(CCCCC2)C1(C)O (stereo not given)	87.5	-0.2
Cc1cc(NC(=O)c2ccc(-c3cc(Cl)ccc3Cl)o2)ccc1NC(=O)c1ccco1	·	1.3
COc1cccc(NC(=O)CCc2ccccc2)c1	·	-9.7
COc1ccccc1/C=C(/NC(=O)c1ccccc1)c1nc2ccccc2o1	·	6.5
O=C(Nc1ccccc1C(=O)N=Nc1c(O)[nH]c2ccc(Br)cc12)c1ccccc1	·	10.2
CC(C)(C)C(=O)/C=C(/N)c1ccccn1	·	1.2
COc1ccc(C2N(C(C)=O)CCN2S(=O)(=O)c2ccc(C)cc2)cc1 (stereo not given)	193.6	·
Cc1ccc(CC(=O)OCCNC(=O)c2cccnc2)cc1	101.2	-0.7
Cc1csc(=O)n1CC(=O)OCc1cccc2ccccc12	112.1	7.6
CCOC(=O)CNS(=O)(=O)c1ccc(C(=O)O)cc1	107.0	4.7
COc1cc(NC(=O)N[C@H](C(=O)O)C(C)C)cc(OC)c1	100.2	5.8
CCCCc1nc2ccccc2c(=O)n1NC(=O)c1c(O)c2cccc3c2n(c1=O)CCC3	56.2	2.9
COc1ccc(OC)c(/C=C/C(=O)c2ccc(Br)cc2)c1	·	10.5
CCOC(=O)N1CCC(N2Cc3cccc(C(=O)NCc4ccc(OC)cc4)c3C2=O)CC1	82.6	8.6
c1ccc2c(-c3nc4ccccc4o3)cccc2c1	·	3.1
COC(=O)c1cccc(C(=O)Oc2cccc(Br)c2)n1	87.3	5.1
CCCOc1ccc(N2CC(C(=O)Nc3ncccc3C)CC2=O)cc1 (stereo not given)	58.9	0.0
CSc1ncccc1C(=O)OCC(=O)N1CCOCC1	116.9	-5.1
O=S(=O)(Nc1ccc(Cl)cn1)c1ccc(-c2ccccc2)cc1	·	2.8
COc1ccc(-c2noc(-c3cc(Cl)ccc3Cl)n2)cc1OC	118.5	0.4
COc1ccccc1Cn1cnc2cccnc21	105.9	6.0
O=C(NC1C2CC3CC(C2)CC1C3)c1ccccc1Cl (stereo not given)	93.5	·
